# Source: PubChem BioAssay (National Center for Advancing Translational Sciences (NCATS))
# USP1 inh: blocks the human USP1/UAF1 deubiquitinase complex. O94782. AID 743255. recombinant USP1/UAF1, Ub-Rhodamine cleavage fluorescence. 390,000 tested, 0.23% active. Potency, µM (highest dose often 57.1 µM), without a hit: at the highest dose activity change, negative = inhibition, actives largely listed as inhibitors; note: potency is the fitted concentration of half-maximal effect; % is set by controls: 0 for no effect and ±100 for the full control effect; nearly all actives have a fitted effect of over 60% in size; inactives centre near -12
#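 High-throughput fluorogenic screen: 1nM USP1/UAF1 complex, Ub-Rho substrate 150nM final, 50mM HEPES pH 7.8 with 0.5mM EDTA, 0.1 mg/ml BSA, 1mM TCEP and 0.01% Tween-20.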
# TrxR1 substrate: rat thioredoxin reductase 1 substrate activity; O89049; purified TrxR1 substrate turnover, NADPH consumption readout; Potency, µM (series often up to 114 µM), for the others: top-dose activity change, negative = substrate turnover; 390,000 tested, 0.01% active; note: potency is the fitted concentration of half-maximal effect; % is set by controls: 0 for no effect and ±100 for the full control effect; nearly all actives have a fitted effect of over 50% in size
#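 Rat TrxR1, dispensed at 90 nM, was prereduced with 400 uM NADPH (final) for 5 min at ~22 deg C, then incubated with compound 15 min before 400 uM selenite. A first-read NADPH fluorescence drop versus no-compound background flagged substrates.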
# TrxR1 inh: inhibitors of rat thioredoxin reductase 1 | Potency, µM (titrated, usually from 114 µM), without a hit: at the top dose activity change, negative = inhibition, most hits filed as inhibitors | 390,000 tested, 1% active | AID 588453 | recombinant rTrxR1, NADPH fluorescence consumption, selenite substrate; note: potency is the fitted concentration of half-maximal effect; % is set by controls: 0 for no effect and ±100 for the full control effect; nearly all actives have a fitted effect of over 65% in size
#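 Rat TrxR1 (90 nM in the dispensed reagent) was pre-reduced with 400 uM NADPH for 5 min at room temperature, then incubated with compound for 15 min. After 400 uM selenite was added, NADPH fluorescence (Ex 340/Em 450 nm) was followed for 8 min.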
# LDHA block: blocks human lactate dehydrogenase A | P00338 | activity change, % (values are at about 110 or 230 µM) | 480,000 tested, 0.15% active | purified LDHA, NADH/diaphorase-resazurin fluorescence; hits give low values; in the data active = activity change below about -30%; inconclusive = mostly about -25% to -30%;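 note: plate controls were DMSO wells for no effect and wells without enzyme for full effect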
#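 Remaining NADH was detected by diaphorase (0.133 mg/mL) converting 37 µM resazurin to fluorescent resorufin, read at 0 and 20 minutes. The preceding 5-minute room-temperature reaction used 2 nM LDHA, 0.2 mM sodium pyruvate and 0.06 mM NADH at pH 7.4.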
# RGS4 inh: human RGS4 inhibition. Transcreener GDP fluorescence polarization, RGS4-accelerated GTP hydrolysis. Potency, µM (doses to about 114 µM), inactives show at the top dose activity change, negative = inhibition, hits mostly inhibitors. 390,000 tested, 0.039% active. AID 504845; note: potency is the fitted concentration of half-maximal effect; % is set by controls: 0 for no effect and ±100 for the full control effect; nearly all actives have a fitted effect of over 75% in size; some results filed as inactive show a strong effect at the top dose
# Target sequence (P49798 whole entry, looked up): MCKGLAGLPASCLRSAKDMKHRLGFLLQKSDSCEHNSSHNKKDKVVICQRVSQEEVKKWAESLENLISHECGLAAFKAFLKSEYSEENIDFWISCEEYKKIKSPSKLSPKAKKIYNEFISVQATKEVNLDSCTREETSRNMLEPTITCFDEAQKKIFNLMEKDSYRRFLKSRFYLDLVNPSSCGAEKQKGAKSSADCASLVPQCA
#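 MLSMR compounds (23 nl, pin-transferred) preincubated 10 min at room temperature with a 500nM (2x) first reagent, then RGS4 at 900nM (2x) plus Transcreener GDP mix added; fluorescence polarization (620/688 nm) read before and after 90 min at 30 °C.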
# Glioma ERSR ind: inducers of ER stress response in human glioma cells | 420,000 tested, 0.02% active | Potency, µM, for the others: at the highest dose activation, actives largely listed as activators | U87-MG GRP78 promoter luciferase reporter, 16 h | AID 602332; note: potency is the fitted concentration of half-maximal effect; series mostly up to about 76 µM; % of control where 0% means no effect; nearly all actives have a fitted effect of over 35% in size
#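 Stably transfected U87-MG glioma cells carrying a GRP78-based luciferase sensor; 16 h compound incubation. Luminescence end-point read 10 min after Bright-Glo addition at room temperature.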
# Vif-APOBEC3F blk: Vif-A3F binding inhibition. Potency, µM (top dose mostly 46.1 µM), for inactives: at the top dose activity, negative = active. HeLa A3F-eYFP + Vif (tagged APOBEC3F with the HIV-1 protein that degrades it), YFP fluorescence increase. 390,000 tested, 0.2% active; note: potency is the fitted concentration of half-maximal effect; % of control where 0% means no effect; nearly all actives have a fitted effect of over 65% in size
#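 Fluorescence increase (Ex 488/Em 500-530) after overnight compound treatment at 37 deg C flags inhibition of Vif-driven A3F-eYFP loss in stable HeLa A3F-eYFP/Vif cells seeded overnight beforehand.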
# IDH1 R132H inh: blocks human mutant IDH1 R132H enzyme. Potency, µM (titrated, usually from 76.6 µM), without a hit: at the top dose activity change, negative = inhibition, usual class: inhibitors. IDH1-R132H enzyme, NADPH consumption, diaphorase/resazurin fluorescence. 390,000 tested, 0.093% active. O75874; note: potency is the fitted concentration of half-maximal effect; % is set by controls: 0 for no effect and ±100 for the full control effect; nearly all actives have a fitted effect of over 65% in size
# Target sequence (O75874 whole entry R132H, stated change not applied): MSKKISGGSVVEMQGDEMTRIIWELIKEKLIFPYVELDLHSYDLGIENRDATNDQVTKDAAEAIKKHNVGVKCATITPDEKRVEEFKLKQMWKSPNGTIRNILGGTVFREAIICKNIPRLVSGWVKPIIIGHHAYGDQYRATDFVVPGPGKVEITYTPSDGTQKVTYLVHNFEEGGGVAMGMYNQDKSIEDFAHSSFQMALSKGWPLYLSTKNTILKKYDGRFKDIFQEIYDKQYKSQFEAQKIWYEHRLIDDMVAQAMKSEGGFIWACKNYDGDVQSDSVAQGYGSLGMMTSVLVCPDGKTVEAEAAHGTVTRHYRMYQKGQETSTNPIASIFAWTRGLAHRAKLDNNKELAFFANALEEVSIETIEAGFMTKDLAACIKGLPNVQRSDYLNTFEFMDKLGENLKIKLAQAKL
#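 IDH1-R132H (0.5 ug/mL dispensed) in pH 7.5 Tris buffer was preincubated 30 min with compound, then given a substrate mix of 0.016 mM NADPH and 2 mM alpha-KG for 80 min at room temperature; remaining NADPH was read by diaphorase/resazurin fluorescence.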
# Vif-A3G inh: inhibitors of Vif-APOBEC3G interaction | Potency, µM (series often up to 46.1 µM), for the others: at the highest dose activity, negative = active, hits mostly inhibitors | HeLa A3G-eYFP + Vif (tagged APOBEC3G with the HIV-1 protein that degrades it), YFP fluorescence, overnight | AID 602310 | 410,000 tested, 0.076% active | Q9HC16;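 note: potency is the fitted concentration of half-maximal effect; % is set by controls: 0 for no effect and ±100 for the full control effect; nearly all actives have a fitted effect of over 60% in size; hits raise eYFP signal because A3G escapes Vif-driven loss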
# Target sequence (Q9HC16 whole entry, looked up): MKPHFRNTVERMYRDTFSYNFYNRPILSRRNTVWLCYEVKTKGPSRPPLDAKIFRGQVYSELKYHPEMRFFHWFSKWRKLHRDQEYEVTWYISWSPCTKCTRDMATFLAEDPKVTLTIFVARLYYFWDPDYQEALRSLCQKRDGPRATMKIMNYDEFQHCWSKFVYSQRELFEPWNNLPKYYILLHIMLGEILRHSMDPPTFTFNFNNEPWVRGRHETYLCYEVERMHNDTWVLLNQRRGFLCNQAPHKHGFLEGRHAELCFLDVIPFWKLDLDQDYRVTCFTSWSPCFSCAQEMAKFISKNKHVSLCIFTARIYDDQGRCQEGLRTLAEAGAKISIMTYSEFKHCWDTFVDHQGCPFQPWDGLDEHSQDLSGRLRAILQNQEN
#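 HeLa cells stably expressing Vif and C-terminally eYFP-tagged A3G, seeded overnight at 37 deg C, then exposed to compound by pintool overnight at 37 deg C. Rise in yellow fluorescence (Ex 488/Em 500-530, Acumen) marks blocked Vif-driven A3G degradation.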
# * = called active by the depositor; ? = inconclusive; . = not tested or not shown; & = joins results of further samples; [ ] = remark or other dose. Unless noted, calls come from the whole dose curve; as a rule, active = well fitted curve in the direction sought with a large enough effect; inconclusive = small, poorly fitted or top-dose-only effect, or another doubt; inactive = no such curve, though single readings can be large; an effect the other way counts as inactive or inconclusive. These rows are one share of the data (hit frequency here may not be typical).
# Below each compound – USP1 inh	TrxR1 substrate	TrxR1 inh	LDHA block	RGS4 inh	Glioma ERSR ind	Vif-APOBEC3F blk	IDH1 R132H inh	Vif-A3G inh
1: Fc1ccc2cc(-c3cccnc3)ncc2c1
→ -24%	13%[57.1 µM]	11%[57.1 µM]	-6	-4%	0%	-5%	0%	3%
2: CC(=O)Nc1ccc(SCC(=O)NC(=O)c2ccc(S(=O)(=O)N(C)C)cc2)cc1
→ -11%	2%	64%[activator]	-7	-28%	0%	6%	-1%	1%
3: O=C(NCC1(N2CCOCC2)CCCCC1)c1ccc(S(=O)(=O)Nc2ccccc2F)cc1
→ 1%	-10%	-9%	-1	6%	-3%	8%	-1%	-1%
4: CO/N=C/NC(=O)NOCc1ccc(Cl)cc1Cl
→ -19%	3%	16%	0	8%	0%	-1%	5%	0%
5: Clc1nnc2c3ccccc3ccn12
→ -21%	-3%	-7%	-20	6%	-4%	11%	-1%	0%
6: Cc1nn(C)cc1CN1CCCC(C(=O)c2ccc(-c3ccccc3)cc2)C1 (stereo not given)
→ -17%	-1%[57.1 µM]	-4%[57.1 µM]	-6	8%	-3%	4%	3%	0%
7: CC(=O)N(Cc1cc2cc(C)ccc2[nH]c1=O)c1cccc(C)c1C
→ -11%	5%[11.4 µM]	7%	-9	19%	-5%	1%	1%	0%
8: Cc1ccnc(NC(=S)NC(=O)/C=C/c2ccccc2)c1
→ -4%	8%	36%[activator]	-2	-13%	4%	1%	1%	1%
9: CCOC(=O)c1[nH]c(CN2CCN(c3ccc(OC)cc3)CC2)c(C(=O)OCC)c1C
→ -23%	-5%	14%	4	-17%	1%	16%	3%	-1%
10: CCOc1ccc(-c2nnn(CC(=O)NCc3ccccc3)n2)cc1
→ -1%	-3%	3%	-5	8%	-5%	-3%	0%	?
11: COc1ccc(NS(=O)(=O)c2ccc3c(c2)n(C)c(=O)n3C)cc1
→ 7%	-3%	0%	0	-17%	-5%	-9%	-2%	-1%
12: O=C(Nc1ccnn1C1CCN(C(=O)c2ccc(Cl)cc2)CC1)C1CC1
→ -19%	0%	5%	-4	-10%	-2%	1%	-10%	-1%
13: COc1ccc(OC)c(S(=O)(=O)Nc2ccc3oc(C)c(C(C)=O)c3c2)c1
→ -14%	7%[57.1 µM]	20%[57.1 µM]	-3	-8%	-5%	-15%	-4%	-1%
14: C[C@H]1CN([C@@H](C)CO)C(=O)CCCn2nncc2CO[C@H]1CN(C)C(=O)Nc1ccccc1
→ -5%	.	.	-3	.	-5%	-19%	-2%	1%
15: Nc1ccc(-c2cnc(-c3ccc(N)cc3)nc2)cc1
→ -9%	-5%	-5%	-6	22%	-3%	-13%	8%	-4%
16: CCOC(=O)C1=C(C)N=C2SCCC(=O)N2[C@@H]1/C=C/c1ccccc1
→ -6%	-1%	4%	3	-16%	-4%	.	4%	-1%
17: CCCCn1c2ccc(F)cc2c2nnc(SCCN3CCCCC3)nc21
→ -23%&-21%	-3%&5%	0%	-5&-1	-32%&-36%	1%&-2%	-4%&8%	-4%&-5%	-2%&0%
18: C#CCOCCOCCOCCNc1nc(N2CCN(C(=O)Cn3cc(CC(C)O)nn3)CC2)nc(N2CCN(C(=O)[C@H]([C@@H](C)CC)n3cc(CCCCN)nn3)CC2)n1 (stereo not given in full)
→ -27%	3%	?	1	-11%	2%	-4%	-5%[38.3 µM]	-4%
19: CCOC(=O)C(CC)n1nnc2sc(-c3ccccc3)cc2c1=O (stereo not given)
→ -3%	14%	10%	-1	5%	.	.	.	.
20: CCCCn1c(N)c(N(CCOC)C(=O)CN(C)CC(=O)Nc2ccc(Cl)c(Cl)c2)c(=O)[nH]c1=O
→ -14%	13%	40%[activator]	-6	7%	-5%	-3%	9%	-3%
21: COc1cccc(CNC(=O)C(=O)Nc2c3c(nn2-c2ccccc2)CSC3)c1
→ 1%	3%[57.1 µM]	5%[57.1 µM]	-5	-10%	-5%	-4%	1%	-1%
22: CCc1ccc(NC(=O)CN2C(=O)CCSc3ccc(S(=O)(=O)N4CCCC4)cc32)cc1
→ ?	-7%[57.1 µM]	-1%[57.1 µM]	-8	-8%	-2%	-6%	-10%	9%
23: COc1ccc(NC(=O)CSCC(=O)Nc2ccc(C)c(S(=O)(=O)N3CCCCCC3)c2)cc1
→ -22%	-10%	-2%	-1	1%	1%	-17%	3%	0%
24: CC(/C=C/c1ccccc1F)=N\NC(=O)c1cccc(F)c1
→ 0%	-5%	25%[57.1 µM]	-6	7%	4%	9%	-2%	-17%
25: CCOc1ccc(C=NN2CCCCCC2)cc1OCC
→ ?	7%[57.1 µM]	20%[57.1 µM]	-16	-2%	-3%	-12%	-1%	-7%
26: CC(C)(C)C(=O)NC(=S)Nc1ccc(Cl)c(C(=O)O)c1
→ -18%	7%	5%	-4	-12%	-1%	-22%	0%	-1%
27: COc1cc(CNCCc2ccccc2)ccc1OCC(N)=O
→ 6%	-13%	-13%	-7	-8%	-1%	-2%	0%	1%
28: COC(=O)c1sccc1NC(=O)Nc1cc(C)cc(C)c1
→ -18%	-5%	9%	-2	9%	13%	-1%	-5%	1%
29: Cc1cccc(NC(=O)c2ccc(Cl)nc2)n1
→ -19%	1%	24%	0	11%	-3%	-5%	1%	1%
30: O=C(CSc1ccc2nnc(-c3cccnc3)n2n1)NCc1ccco1
→ -10%	2%	?	-1	-11%	-1%	0%	-2%	0%

# 10 entries from above, with bars between the fields.
No. | Molecule | USP1 inh | TrxR1 substrate | TrxR1 inh | LDHA block | RGS4 inh | Glioma ERSR ind | Vif-APOBEC3F blk | IDH1 R132H inh | Vif-A3G inh
1 | Fc1ccc2cc(-c3cccnc3)ncc2c1 | -24% | 13%[57.1 µM] | 11%[57.1 µM] | -6 | -4% | 0% | -5% | 0% | 3%
2 | CC(=O)Nc1ccc(SCC(=O)NC(=O)c2ccc(S(=O)(=O)N(C)C)cc2)cc1 | -11% | 2% | 64%[activator] | -7 | -28% | 0% | 6% | -1% | 1%
3 | O=C(NCC1(N2CCOCC2)CCCCC1)c1ccc(S(=O)(=O)Nc2ccccc2F)cc1 | 1% | -10% | -9% | -1 | 6% | -3% | 8% | -1% | -1%
4 | CO/N=C/NC(=O)NOCc1ccc(Cl)cc1Cl | -19% | 3% | 16% | 0 | 8% | 0% | -1% | 5% | 0%
5 | Clc1nnc2c3ccccc3ccn12 | -21% | -3% | -7% | -20 | 6% | -4% | 11% | -1% | 0%
6 | Cc1nn(C)cc1CN1CCCC(C(=O)c2ccc(-c3ccccc3)cc2)C1 (stereo not given) | -17% | -1%[57.1 µM] | -4%[57.1 µM] | -6 | 8% | -3% | 4% | 3% | 0%
7 | CC(=O)N(Cc1cc2cc(C)ccc2[nH]c1=O)c1cccc(C)c1C | -11% | 5%[11.4 µM] | 7% | -9 | 19% | -5% | 1% | 1% | 0%
8 | Cc1ccnc(NC(=S)NC(=O)/C=C/c2ccccc2)c1 | -4% | 8% | 36%[activator] | -2 | -13% | 4% | 1% | 1% | 1%
9 | CCOC(=O)c1[nH]c(CN2CCN(c3ccc(OC)cc3)CC2)c(C(=O)OCC)c1C | -23% | -5% | 14% | 4 | -17% | 1% | 16% | 3% | -1%
10 | CCOc1ccc(-c2nnn(CC(=O)NCc3ccccc3)n2)cc1 | -1% | -3% | 3% | -5 | 8% | -5% | -3% | 0% | ?

# Continuation.
# Below each compound – USP1 inh	TrxR1 substrate	TrxR1 inh	LDHA block	RGS4 inh	Glioma ERSR ind	Vif-APOBEC3F blk	IDH1 R132H inh	Vif-A3G inh
31: c1cc2c3c(cccc3c1)C(N1CCOCC1)=N2
→ -25%	1%	4%[57.1 µM]	4	2%	1%	8%	15%	2%
32: CCOC(=O)CNC(=S)N(CCCN1CCN(C)CC1)Cc1cccs1
→ 2%	-2%	14%	-3	5%	-4%	-1%	-4%	2%
33: C/C(=N\NC(=O)c1ccc(Cn2cc(Br)cn2)o1)c1cccc(NC(=O)C(C)(C)C)c1
→ -10%	1%	15%	-11	14%	2%	-13%	-1%	-3%
34: CCCn1c(C)cc(C(=O)CSc2nc3nc(C)cc(C)n3n2)c1C
→ -13%	2%	-3%	-3&-3	-17%	-4%	0%	-6%	4%
35: COCCNC(=O)c1cc(S(=O)(=O)N2CCC3(CC2)OCCO3)ccc1F
→ -16%	.	.	-1	.	-3%	-1%	2%	0%
36: Cc1cccc(C(=O)NCC(=O)N2CCN(S(=O)(=O)c3ccc4c(c3)OCCO4)CC2)c1
→ -6%	5%	13%	-2	3%	-5%	-11%	14%	-4%
37: CC(C)CCC1(CCO)C(=O)N=C(N)NC1=O (stereo not given)
→ -16%	13%[57.1 µM]	16%[57.1 µM]	-4	-6%	-4%	-17%	3%	-2%
